Screens from PubChem BioAssay.
AGP1 TOR yeast – yeast TOR pathway AGP1-GFP modulation; S. cerevisiae AGP1-GFP multiplex flow cytometry, 3 h; GFP as percent of DMSO wells; GFP response vs DMSO, % at 10 µM; hit rate 0.02% among 320,000; AID 2066;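 active = GFP response relative to DMSO above a set limit, near screen average plus 3 SD, cut at about 150% in these data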;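 note: median GFP channel fluorescence of the gated AGP1 strain per well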
Efflux pump inh – inhibitors of Candida antifungal efflux pumps expressed in yeast. S. cerevisiae Candida pump triplex, Nile Red efflux. inhibition, % at 10 µM. hit rate 0.44% among 330,000;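 active = plate passing quality check with inhibition over a set limit, or well fluorescence over plate mean plus 4 SD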;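 note: Nile Red retained in pooled yeast measured as flow cytometry median fluorescence; 0% = buffer negative control and 100% = Enniatin B positive control; higher means more Nile Red kept so more efflux inhibition; some compounds called inactive have numbers as strong as hits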
CIT2-GFP yeast – modulators of TOR pathway CIT2-GFP in S. cerevisiae | S. cerevisiae CIT2-GFP strain, flow cytometry, 3 h; 100 means same as DMSO wells | GFP response vs DMSO, % at 10 µM | hit rate 0.065% among 320,000 | AID 2029;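 active = GFP response relative to DMSO above a set limit, near the screen mean plus 3 SD, cut at about 150% in these data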;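 note: ratio of well median GFP fluorescence to mean of DMSO wells on the plate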
CR mimetic SO – yeast age-related superoxide inhibition as caloric restriction mimetic. S. cerevisiae aged cells, superoxide DHE fluorescence; active compounds read low. superoxide response (% of plate mean), % at 10 µM. hit rate 0.18% among 330,000;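 active = superoxide response under a set limit, about three screen SD below normal, cut at about 65% in these data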;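 note: yeast aged for seven days with compound at 30 °C before DHE staining; 100% = average MFI of all compound-treated wells on the plate with controls excluded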
MEP2-GFP yeast – yeast TOR pathway MEP2-GFP modulation | GFP response vs DMSO, % at 10 µM | hit rate 0.51% among 330,000 | S. cerevisiae MEP2-GFP strain, flow cytometry GFP, 3 h; 100% = DMSO control level;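 active = GFP response versus DMSO above a set limit, roughly screen mean plus 3 SD, cut at about 180% in these data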;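 note: median GFP fluorescence of the barcode-gated MEP2-GFP cells per well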
LAP4-GFP MLPCN – modulators of TOR pathway LAP4-GFP in S. cerevisiae. GFP response vs DMSO, % at 10 µM. hit rate 0.34% among 320,000. S. cerevisiae LAP4-GFP multiplex, flow cytometry GFP, 3 h; median GFP as percent of DMSO wells;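 active = GFP response vs DMSO above a set limit, about the screen mean plus 3 SD, cut at about 150% in these data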
AHR act – human AHR activation; activation, % at 5 µM; hit rate 2.5% among 320,000; P35869; AHR-responsive luciferase reporter cells, luminescence; in the data active = activation above about 47%;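 note: 0% = vehicle wells and 100% = reference agonist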
Target sequence (P35869 whole entry, looked up): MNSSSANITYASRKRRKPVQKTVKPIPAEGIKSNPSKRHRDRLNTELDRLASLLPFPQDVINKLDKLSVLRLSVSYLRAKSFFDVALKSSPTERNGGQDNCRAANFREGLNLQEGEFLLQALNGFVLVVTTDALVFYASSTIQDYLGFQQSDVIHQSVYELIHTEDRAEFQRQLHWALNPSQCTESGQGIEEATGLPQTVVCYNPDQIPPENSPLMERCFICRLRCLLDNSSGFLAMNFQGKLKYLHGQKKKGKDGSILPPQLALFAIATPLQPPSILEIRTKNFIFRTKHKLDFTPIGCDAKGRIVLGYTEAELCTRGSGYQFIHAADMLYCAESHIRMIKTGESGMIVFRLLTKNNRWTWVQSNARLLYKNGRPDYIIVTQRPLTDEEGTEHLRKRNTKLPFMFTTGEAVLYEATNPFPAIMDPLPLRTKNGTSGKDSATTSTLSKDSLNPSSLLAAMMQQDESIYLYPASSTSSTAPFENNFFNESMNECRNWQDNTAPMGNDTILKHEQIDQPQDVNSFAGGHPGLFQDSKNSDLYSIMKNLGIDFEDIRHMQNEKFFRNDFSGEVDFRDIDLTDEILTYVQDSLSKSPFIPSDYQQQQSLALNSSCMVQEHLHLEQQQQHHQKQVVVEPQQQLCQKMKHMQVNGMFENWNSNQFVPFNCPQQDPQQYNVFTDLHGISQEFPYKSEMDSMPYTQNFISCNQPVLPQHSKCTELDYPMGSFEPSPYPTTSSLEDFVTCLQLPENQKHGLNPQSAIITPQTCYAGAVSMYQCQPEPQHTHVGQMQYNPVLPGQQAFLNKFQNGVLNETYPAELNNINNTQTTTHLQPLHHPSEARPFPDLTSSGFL
RPL19A TOR yeast – yeast TOR pathway RPL19A-GFP modulation; S. cerevisiae RPL19A-GFP strain, flow cytometry, 3 h; active compounds read low; percent response vs DMSO, % at 10 µM; hit rate 0.3% among 330,000; AID 2025;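 active = percent response vs DMSO below 50%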;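 note: median channel GFP fluorescence of the barcoded RPL19A-GFP strain; ratio of sample median GFP to plate DMSO average so 100% = DMSO; lower means less RPL19A-GFP as with rapamycin TOR inhibition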
The depositor's hits bear a star; . = no result given.

SMILES | AGP1 TOR yeast | Efflux pump inh | CIT2-GFP yeast | CR mimetic SO | MEP2-GFP yeast | LAP4-GFP MLPCN | AHR act | RPL19A TOR yeast
COc1ccccc1CNC(=O)/C=C/c1cc2c(cc1Br)OCO2 | 105 | -0.1 | 92 | 102 | 105 | 105 | 22 | 104
COc1ccc(C(=O)COC(=O)C2CCN(S(=O)(=O)c3cccc4cccnc34)CC2)cc1 | 95 | 0.5 | 95 | 108 | 104 | 92 | 4 | 103
Cc1cc(C(=O)Cn2nc(C(=O)O)c3ccccc3c2=O)c(C)n1-c1ccc(F)cc1 | 112 | -0.2 | 101 | 107 | 109 | 103 | -2 | 104
CC(C)c1ccc(CNC(=O)C2CC(=O)N(C3CCCCC3)C2)cc1 (configuration not stated) | 99 | 0.2 | 103 | 96 | 96 | 94 | 0 | 99
Cc1ccc(C(=O)NCC(=O)O)s1 | 98 | 0.4 | 92 | 87 | 96 | 92 | -3 | 96
Cc1ccc(O)c(C(=O)/C=C/c2ccc3c(c2)OCCO3)c1 | 97 | 0.1 | 96 | 99 | 99 | 107 | -13 | 104
CCN(CC(=O)NCc1cccs1)CC(=O)Nc1ccccc1C | 89 | 0.6 | 84 | 110 | 99 | 96 | 0 | 98
CSCC[C@H](N)C(=O)N1CCC(C(=O)N[C@H](C)C(=O)Nc2ccc(C(C)C)cc2)CC1 | 96 | 0.1 | 101 | 96 | 107 | 90 | 0 | 103
Cc1cccc(OCC(=O)N(Cc2cccs2)C2CCS(=O)(=O)C2)c1C (configuration not stated) | 101 | 0.1 | 96 | 125 | 106 | 101 | 0 | 101
O=C(Nc1ccc(-c2nc3ccccc3s2)c(O)c1)C1=COCCO1 | 102 | 0.4 | 100 | 97 | 105 | 99 | 8 | 106
Cc1ccccc1NS(=O)(=O)c1ccc2oc(=O)ccc2c1 | 101 | -0.1 | 106 | 107 | 113 | 103 | 2 | 106
COc1cnc(-c2ccccc2)nc1OC | 82 | 0.0 | 89 | 106 | 68 | 103 | 2 | 97
COc1ccc(Nc2ncc(C(=O)N3CCN(Cc4ccccc4)CC3)c3ccccc23)cc1 | 106 | 0.1 | 99 | 103 | 103 | 101 | 18 | 100
CC(CCc1ccccc1)NC(=O)c1ccccc1C(=O)O (configuration not stated) | 99 | 0.0 | 99 | 95 | 115 | 92 | 2 | 103
CN1CCN(c2nc(N3CCN(c4ccccc4)CC3)ncc2F)CC1 | 114 | 0.1 | 98 | 103 | 102 | 99 | 3 | 99
Cc1cc(/C=C(\C#N)C(=O)NCc2cccs2)c(C)[nH]1 | 95 | 0.1 | 91 | 102 | 104 | 98 | 18 | 91
O=C(CSc1nnc(COc2cccc3cccnc23)o1)N1CCCC1 | 100 | 0.0 | 99 | 91 | 95 | 96 | 2 | 96
COc1cc(NC(=O)CN(C)S(=O)(=O)c2ccc(C)cc2)cc(OC)c1 | 96 | -0.2 | 92 | 103 | 94 | 95 | 2 | 96
COc1cc(/C=N/NC(=O)CSc2nc3ccccc3n2C)cc(OC)c1OC | 100 | 0.0 | 100 | 94 | 100 | 98 | 10 | 97
Fc1ccc(CNc2nc3ccccc3n3nnnc23)cc1 | 102 | -0.2 | 106 | 101 | 108 | 99 | 23 | 101
O=C(c1ccco1)N1CCC(c2nc3c(nnn3Cc3ccc(F)cc3)c(=O)[nH]2)CC1 | 104 | 0.0 | 102 | 105 | 105 | 102 | -1 | 98
Cc1cc(NC(=O)CSc2nc(C3CCCCC3)nc3ccccc23)no1 | 105 | 0.1 | 95 | 96 | 85 | 92 | -1 | 93
O=C(NCCc1c[nH]c2ccccc12)C(=O)Nc1cc2c3c(c1)CC(=O)N3CCC2 | 106 | 0.0 | 106 | 104 | 99 | 98 | 3 | 101
CN(c1ccc(C(=O)NCCSCc2ccc(Cl)cc2)cc1)S(=O)(=O)c1ccccc1 | 100 | 0.0 | 104 | 110 | 100 | 101 | 1 | 105
O=C(c1cccc(S(=O)(=O)N2CCCCC2)c1)N1CCOCC1 | 95 | 0.1 | 92 | 90 | 107 | 93 | 7 | 104
O=C(/C=C/c1ccccc1)NCCc1ccccc1 | 99 | 0.1 | 99 | 86 | 96 | 103 | 1 | 100
COc1ccc(COC(=O)c2cc([N+](=O)[O-])ccc2N2CCOCC2)cc1F | 103 | -0.2 | 102 | 77 | 103 | 104 | 7 | 102
COc1ccc(C(=O)NCC(c2cccs2)N2CCc3ccccc32)c(OC)c1 (configuration not stated) | 104 | 0.2 | 100 | 100 | 102 | 100 | 3 | 98
CCN(C(=O)CCS(=O)(=O)c1ccc2c(c1)oc(=O)n2C)c1ccc(OC)cc1 | 100 | 0.0 | 101 | 88 | 109 | 96 | 2 | 103
COc1ccc(CN(C)C(=O)c2cnc(C)cn2)c(OC)c1OC | 103 | -0.4 | 103 | 98 | 108 | 98 | 1 | 103
CCC(NC(=O)COc1ccc([N+](=O)[O-])cc1)c1ccccc1 (configuration not stated) | 103 | -0.2 | 99 | 95 | 102 | 95 | 2 | 101
CC(C)CCOc1ccc(C(=O)NNC(=O)CNC(=O)c2ccccc2F)cc1 | 101 | 0.5 | 105 | 130 | 104 | 95 | 3 | 102
O=C(NCC(c1ccco1)N1CCN(c2ccccc2F)CC1)C1CCCCC1 (configuration not stated) | 107 | 0.0 | 100 | 111 | 100 | 108 | 1 | 99
O=C(O)COc1ccc(NC(=O)C(c2ccccc2)c2ccccc2)cc1 | 94 | -0.1 | 99 | 98 | 110 | 95 | 0 | 101
CCC(C)Nc1nc2c(c(=O)[nH]c(=O)n2C)n1CCCc1ccccc1 (configuration not stated) | 99 | -0.1 | 100 | 109 | 101 | 95 | 0 | 99
Cc1nn(Cc2ccc(F)cc2)c(C)c1NC(=O)C1c2ccccc2Oc2ccccc21 | 102 | 0.1 | 104 | 82 | 115 | 102 | 2 | 106
CCc1c(C)sc2nc(C(C)C)nc(SCC(=O)N3CCc4ccccc4C3)c12 | 100 | 0.0 | 96 | 86 | 96 | 105 | 0 | 96
O=C1CCC(C(=O)N2CCN(c3ccccc3)CC2)CN1CC1CCCCC1 (configuration not stated) | 104 | 0.1 | 103 | 109 | 107 | 91 | -1 | 109
CCn1cc(C(=O)NCc2ccc3c(c2)OCO3)c(=O)c2cc(S(=O)(=O)N(C)C)ccc21 | 103 | -0.1 | 105 | 78 | 108 | 103 | 3 | 99
COc1ccc(CCC(=O)NCc2cn3ccc(C)cc3n2)cc1 | 110 | -0.2 | 105 | 82 | 99 | 103 | 6 | 101
CCn1c(/C=C/c2cc(Br)ccc2O)nc2ccccc2c1=O | 88 | 0.1 | 100 | 95 | 97 | 95 | 16 | 96
CC(=O)N1CCN(C(=O)c2cccc(S(=O)(=O)N3CCN(c4ccccc4)CC3)c2)CC1 | 93 | 0.0 | 96 | 96 | 98 | 95 | 0 | 94
CC1Cc2ccccc2N1C(=O)c1cc2c(=O)n3ccccc3nc2n1C (configuration not stated) | 115 | 0.3 | 91 | 96 | 118 | 110 | 3 | 100
COc1ccccc1C(=O)Nc1nnc(-c2ccco2)s1 | 88 | 0.1 | 88 | 124 | 107 | 130 | 30 | 92
COc1ccc(-c2cc3ncccc3cn2)cc1 | 94 | -0.4 | 88 | 94 | 87 | 101 | 27 | 93
CN(CC(=O)NCc1ccc2c(c1)OCO2)S(=O)(=O)c1ccc(Br)s1 | 94 | 0.1 | 97 | 111 | 91 | 87 | 4 | 94
CCCCCC(=O)c1ccc(O)cc1O | 91 | 0.1 | 86 | 90 | 93 | 103 | 1 | 97
Cc1ccccc1-c1nc(CS(=O)CC(=O)NCCc2ccc(Cl)cc2)c(C)o1 (configuration not stated) | 103 | 0.1 | 99 | 121 | 99 | 95 | 1 | 104
O=C(c1scc2c1CCCC2)N1CCCCC1 | 99 | 0.1 | 88 | 99 | 98 | 113 | 7 | 99
O=C(O)c1cccc2c1C(=O)c1ccc(Cl)cc1S2(=O)=O | 99 | 0.1 | 100 | 102 | 94 | 99 | 1 | 92
Cc1cccc(C(=O)Nc2cccc(C(=O)N3CCOCC3)c2)c1 | 101 | -0.1 | 99 | 100 | 99 | 99 | 9 | 100
S=c1[nH]c2ccc(Cl)cc2[nH]1 | 99 | -0.2 | 111 | 96 | 108 | 111 | 12 | 103
O=C(Nc1ccc(Cl)cc1)c1sccc1-n1cccc1 | 96 | -0.1 | 104 | 98 | 106 | 91 | 138* | 104
COc1cc(S(=O)(=O)NCc2ccncc2)c(OC)cc1Cl | 96 | 0.0 | 93 | 105 | 103 | 105 | -3 | 99
COC(=O)[C@H](CCSC)NC(=O)Nc1cc(OC)cc(OC)c1 | 107 | 0.0 | 103 | 93 | 92 | 106 | -2 | 100
COc1ccc(NC(=S)NCc2ccc(S(N)(=O)=O)cc2)cc1OC | 84 | -0.2 | . | 96 | 91 | 80 | 0 | 86
O=C(NC1CCCCC1)c1ccc(Br)o1 | 105 | 0.0 | 91 | 103 | 102 | 94 | 6 | 101
O=C(Nc1ccccc1)C(Cc1cccs1)c1nn[nH]n1 (configuration not stated) | 103 | -0.1 | 93 | 105 | 97 | 105 | -2 | 99
O=C(Cn1cnc2ccccc2c1=O)N1CCOCC1 | 98 | 0.2 | 90 | 103 | 93 | 93 | 6 | 96
COC(=O)c1sccc1NC(=O)c1ccc(Br)o1 | 84 | 0.0 | 92 | 101 | 104 | 105 | 4 | 93

An excerpt of these results, as a markdown table.
| Structure | AGP1 TOR yeast | Efflux pump inh | CIT2-GFP yeast | CR mimetic SO | MEP2-GFP yeast | LAP4-GFP MLPCN | AHR act | RPL19A TOR yeast |
| --- | --- | --- | --- | --- | --- | --- | --- | --- |
| COC(=O)[C@H](CCSC)NC(=O)Nc1cc(OC)cc(OC)c1 | 107 | 0.0 | 103 | 93 | 92 | 106 | -2 | 100 |
| COc1ccc(NC(=S)NCc2ccc(S(N)(=O)=O)cc2)cc1OC | 84 | -0.2 | . | 96 | 91 | 80 | 0 | 86 |
| O=C(NC1CCCCC1)c1ccc(Br)o1 | 105 | 0.0 | 91 | 103 | 102 | 94 | 6 | 101 |
| O=C(Nc1ccccc1)C(Cc1cccs1)c1nn[nH]n1 (configuration not stated) | 103 | -0.1 | 93 | 105 | 97 | 105 | -2 | 99 |

Remaining list, next part:
SMILES | AGP1 TOR yeast | Efflux pump inh | CIT2-GFP yeast | CR mimetic SO | MEP2-GFP yeast | LAP4-GFP MLPCN | AHR act | RPL19A TOR yeast
Cc1ccc(S(=O)(=O)N2CCCNCC2)cc1 | 69 | -0.4 | 94 | 107 | 93 | 87 | -1 | 93
Cc1cc(C)c2c(NC(=S)NC(=O)c3ccccc3)n[nH]c2n1 | 88 | 0.1 | 86 | 98 | 86 | 82 | 3 | 91
COC(=O)c1ccc(COc2ccc(-c3nnn(CC(=O)NC(C)(C)C)n3)cc2)cc1 | 100 | 0.3 | 97 | 97 | 103 | 96 | -1 | 103
COc1ccc(/C(C)=N/N2CCOCC2)c(O)c1 | 104 | -0.1 | 106 | 101 | 95 | 108 | 2 | 98
O=C(Nc1ccc2nc3n(c(=O)c2c1)CCCC3)c1cccnc1Cl | 100 | -0.1 | 94 | 100 | 102 | 108 | -3 | 97
COc1ccc(NC(=O)CSc2nnnn2C2CCCC2)cc1 | 94 | 0.1 | 94 | 95 | 100 | 104 | 3 | 96
CC(=O)Nc1ccc2nc(CN3CCN(CC(C)C)C(CCO)C3)ccc2c1 (configuration not stated) | 104 | -0.1 | 101 | 90 | 104 | 102 | 5 | 107
O=C(Nc1cccs1)Nc1ccccc1Br | 93 | 0.0 | 95 | 81 | 103 | 95 | 57* | 99
C=C(C)C(=O)N1CC2(CC(c3cccc(NC(=O)/C=C\C)c3)=NO2)C[C@H]1C(N)=O (some centres not stated) | 102 | -0.2 | 111 | 95 | 101 | 99 | 0 | 101
Cc1ccc(NC(=O)C[n+]2cc(-c3ccccc3)n3c2CCC3)cc1 | 125 | 0.0 | 108 | 102 | 101 | 121 | 1 | 99
C=CCNC(=S)Nc1ccc(OC)c(S(=O)(=O)N2CCOCC2)c1 | 110 | -0.1 | 105 | 102 | 102 | 111 | 1 | 101
